RNase H inhibition: RNase H inhibition, HIV 1 Gag Pol polyprotein, FRET biochemical assay, screening (AID 372); one-dose inhibition, % at 10 µM; IC50 in µM for titrated hits; HIV-1 RT RNase H, FRET RNA/DNA substrate fluorescence; higher % means a stronger effect; actives 0.77% (n = 100,000); in the data active = inhibition above about 50%
The depositor's hits bear a star. These rows are one share of the data, so the mix of outcomes need not match the whole.

compound	RNase H inhibition
CCOc1ccc(Nc2nc(N3CCOCC3)c3ccccc3n2)cc1	19.0%
O=C1c2cc3cccc(Br)c3cc2C(=O)N1Nc1ccc([N+](=O)[O-])cc1[N+](=O)[O-]	5.0%
O=C(Nc1ccc(Br)cc1Br)c1ccccc1F	4.0%
CCOc1cc(/C=N/NC(=O)CCCCCCCCC(=O)N/N=C/c2ccc(O)c(OCC)c2)ccc1O	25.0%
COc1ccccc1NC(=O)c1cc2ccccc2c(C=Nc2ccc(OC(F)F)cc2)c1O	16.0%
Cc1ccc(C)c(N2CC(C(=O)Nc3ccc(Br)cc3)CC2=O)c1 (stereo not drawn)	12.0%
CCC(=O)c1cc(Cl)ccc1NC(=O)c1ccc(Br)cc1	10.0%
COc1ccc([N+](=O)[O-])cc1-c1ccc(C=C2C(=O)OC(C)(C(C)(C)C)OC2=O)o1 (stereo not drawn)	25.0%
CCOc1ccccc1N1CCN(C(=O)c2cccc(Cl)c2)CC1	9.0%
COc1ccc(OCCOc2cc(C)ccc2C)cc1	0.0%
CC1CCc2c(sc(NC(=O)c3ccco3)c2C(N)=O)C1 (stereo not drawn)	15.0%
CC(C)(C)c1nc2sc3c(c2c(=O)[nH]1)CCCC3	5.0%
O=C1CC(c2ccccc2)CC2=C1C(c1cccc3ccccc13)Nc1ccccc1N2 (stereo not drawn)	1.0%
CNC(=O)N(O)C1N(C)C(=O)N(C(C)C)C1(C)C (stereo not drawn)	0.0%
COC(=O)C1C(O)=C(C(C)=NC(C)C)C(=O)CC1(C)C (stereo not drawn)	0.0%

A second format for some results above.
> CC(C)(C)c1nc2sc3c(c2c(=O)[nH]1)CCCC3
  RNase H inhibition: 5.0%

> O=C1CC(c2ccccc2)CC2=C1C(c1cccc3ccccc13)Nc1ccccc1N2 (stereo not drawn)
  RNase H inhibition: 1.0%

> CNC(=O)N(O)C1N(C)C(=O)N(C(C)C)C1(C)C (stereo not drawn)
  RNase H inhibition: 0.0%

> COC(=O)C1C(O)=C(C(C)=NC(C)C)C(=O)CC1(C)C (stereo not drawn)
  RNase H inhibition: 0.0%

Entries above with bromine:
compound	RNase H inhibition
O=C1c2cc3cccc(Br)c3cc2C(=O)N1Nc1ccc([N+](=O)[O-])cc1[N+](=O)[O-]	5.0%
O=C(Nc1ccc(Br)cc1Br)c1ccccc1F	4.0%
Cc1ccc(C)c(N2CC(C(=O)Nc3ccc(Br)cc3)CC2=O)c1 (stereo not drawn)	12.0%
CCC(=O)c1cc(Cl)ccc1NC(=O)c1ccc(Br)cc1	10.0%

Remaining list, next part:
compound	RNase H inhibition
O=C(CCc1n[nH]c(=O)[nH]c1=O)N/N=C/c1ccc([N+](=O)[O-])cc1	9.0%
N#CSC(C#N)Cc1cccc([N+](=O)[O-])c1 (stereo not drawn)	29.0%
CCC(=O)Nc1cccc(NC(=S)NC(=O)c2ccccc2)c1	2.0%
COc1cccc(/C=C2\C(=O)NC(=S)N(c3ccc(Br)cc3)C2=O)c1	13.0%
CCOC(=O)C1=C(C)N=c2s/c(=C\c3ccc4c(c3)OCO4)c(=O)n2C1c1ccc(C)cc1 (stereo not drawn)	9.0%
Cc1cccc(N2C(=O)S/C(=C/c3ccc(N(C)C)cc3)C2=O)c1	21.0%
Cc1ccc(C=C2C(=O)NC(=O)N(c3cccc(Cl)c3)C2=O)s1	19.0%
NC(=S)n1[nH]c(-c2ccccc2)c(N=Nc2nccs2)c1=O	13.0%
CC/C(Cc1ccccc1)=N/NS(C)(=O)=O	0.0%
CC1=C(C(=O)OCc2ccc(C)cc2)C(c2cccc(O)c2)NC(=O)N1 (stereo not drawn)	38.0%
O=C(COC(=O)c1ccc(Br)o1)c1ccc([N+](=O)[O-])cc1	5.0%
COc1ccc(-c2cc(C(F)(F)F)n3ncc(C(=O)NCC4CCCO4)c3n2)cc1OC (stereo not drawn)	6.0%
COc1ccc(-c2csc(/C(C#N)=C\Nc3ccccc3F)n2)cc1	32.0%
O=C1c2ccccc2C(=O)N1c1ncc(Cc2cc(Cl)ccc2Cl)s1	8.0%
COc1cc(/C=N/NC(=O)c2ccc(OC)c(OC)c2)ccc1O	7.0%
COc1ccc(OC)c(CN2CCN(Cc3cccc(Br)c3)CC2)c1	5.0%
COc1ccc(NC(=O)COc2ccc(Cl)cc2Cl)c([N+](=O)[O-])c1	1.0%
CCOC(=O)c1ccc(-n2c(-c3ccccc3)nc3ccccc3c2=O)cc1	8.0%
NC(=O)c1cc2nc(-c3cccs3)cc(C(F)(F)F)n2n1	0.0%
O=C1/C(=C\c2ccc(-c3cc(Cl)ccc3Cl)o2)SC(=S)N1CCc1ccccc1	13.0%
O=C1NC(=Nc2ccc(Br)cc2)SC1Cc1ccccc1Cl (stereo not drawn)	5.0%
O=C(O)CCCCCN1C(=O)C(=O)/C(=C(/O)c2ccc(Cl)cc2)C1c1ccccc1F (stereo not drawn)	7.0%
O=C1NC2=Nc3ccccc3NC(c3ccccc3)=C2C(c2cccc3ncccc23)N1 (stereo not drawn)	0.0%
CCC1S/C(=N/N=C/c2ccco2)N(c2ccc(F)cc2)C1=O (stereo not drawn)	0.0%
COc1ccc(/C=C2\SC(=O)N(CC(=O)Nc3cccc(O)c3)C2=O)cc1OC	9.0%
CCOC(=O)c1c(Nc2ccccc2)sc(C=NCc2ccc(Cl)cc2)c1O	22.0%
COc1ccccc1N=Nc1c(O)[nH]c(=O)[nH]c1=O	8.0%
Cc1cc(NC(=O)/C=C/c2ccc3c(c2)OCO3)ccc1Br	16.0%
CC1CCN(C(=O)c2cc3nc(-c4cccs4)cc(C(F)(F)F)n3n2)CC1	6.0%
Cc1nn(C(=O)c2ccc([N+](=O)[O-])cc2)c(C)c1Sc1ccccc1	7.0%
CC1=CC2(C#N)C3(N=C(N)C2(C#N)C(c2ccccc2)N1)OCCO3 (stereo not drawn)	0.0%
Nc1nnnn1/N=C/c1c2ccccc2cc2ccccc12	14.0%
CC(NC(=O)c1cc([N+](=O)[O-])c(Cl)c([N+](=O)[O-])c1)c1ccccc1 (stereo not drawn)	3.0%
CCc1ccccc1NC(=O)COc1ccc2ccccc2c1	0.0%
COc1ccc(NC(=O)C(N)=O)cc1Cl	6.0%
COc1ccc(-c2csc(NC(=O)c3ccccc3OC)c2C(=O)O)cc1	10.0%
CCOC(=O)C1=C(C)N=c2s/c(=C\c3cc(Br)ccc3O)c(=O)n2C1c1ccc2c(c1)OCO2 (stereo not drawn)	10.0%
N#C/C(=C\c1cccn1-c1ccc([N+](=O)[O-])cc1)c1nn(CCO)c(N)c1C#N	31.0%
CCCC(=O)Nc1ccc(S(=O)(=O)Nc2ccc(F)cc2)cc1	14.0%
COc1cccc(/C=C2\SC(=Nc3ccc(C)c(Cl)c3)NC2=O)c1	47.0%
CCOc1cc(/C=C(/C#N)C(=O)Nc2ccc(OC)cc2)ccc1OCc1ccc(C(=O)O)cc1	9.0%
COc1ccc(C(=O)Nc2nc3ccccc3s2)c(OC)c1	11.0%
O=C(O)CCC(=O)NCC1(c2ccccc2)CCOCC1	0.0%
O=C(NN=C1CCC(c2ccccc2)CC1)c1ccccc1I (stereo not drawn)	13.0%
CC1=C(C(=O)OCc2ccccc2)C(c2cccc(Cl)c2)C2=C(CC(C)(C)CC2=O)N1 (stereo not drawn)	8.0%

Remaining list, next part.
Molecule | RNase H inhibition
Cc1cc(C)nc(SCC(=O)N2c3ccccc3CCc3ccccc32)n1 | 6.0%
CCNC(=O)c1c(O)c2ccccc2[nH]c1=O | 3.0%
CCOC(=O)C1=C(O)/C(=C/c2cccc([N+](=O)[O-])c2)N=C1C | 15.0%
COC(=O)C1=C(C)NC(=O)/C1=C\c1ccc(OC)cc1 | 9.0%
COc1ccc(Cl)cc1NC(=O)C1=C(C)NC(=O)NC1c1ccccc1Br (stereo not drawn) | 9.0%
COc1ccc(N(CC(=O)Nc2cc(C)cc(C)c2)S(C)(=O)=O)cc1Cl | 10.0%
Cc1ccc(N2C(=O)NC(=O)/C(=C\c3cccs3)C2=O)cc1C | 11.0%
O=C1OC(c2ccccc2)=N/C1=C/c1cn(-c2ccccc2)nc1-c1cccs1 | 15.0%
COc1cc(/C=C/c2nc3ccccc3c(=O)[nH]2)ccc1O | 15.0%
O=C(Oc1ccc2c(=O)c(-c3cccc4ccccc34)c(C(F)(F)F)oc2c1)c1ccco1 | 6.0%
CCOC(=O)C1=C(C)N=c2s/c(=C\c3ccc(Cl)cc3Cl)c(=O)n2C1c1ccc(OC(C)=O)cc1 (stereo not drawn) | 7.0%
O=C1CC(NCc2ccc3c(c2)OCO3)C(=O)N1c1ccc(OC(F)(F)F)cc1 (stereo not drawn) | 3.0%
C=CCn1c(=O)c(C(=O)Nc2ccccc2)c(O)c2ccccc21 | 12.0%
COc1cc(C=O)ccc1OCCOCCOc1ccc(C(C)(C)C)cc1 | 24.0%
O=C1C2C(C(=O)N1/N=C/c1ccc(-c3cc([N+](=O)[O-])ccc3Cl)o1)C1C=CC2C12CC2 (stereo not drawn) | 4.0%
CC(C)(C)NC(=O)c1ccc(-c2ccc(Cl)cc2)o1 | 2.0%
Cc1c(Cc2ccccc2)sc(NC(=O)c2ccc([N+](=O)[O-])cc2)c1C(N)=O | 26.0%
C=CCn1c(Cc2ccccc2)nc2c(cnn2-c2ccccc2)c1=O | 18.0%
O=C(N/N=C/C(Br)=C/c1ccccc1)C(O)(c1ccccc1)c1ccccc1 | 5.0%
CC(=O)c1ccc(NC(=O)c2ccc(-c3cccc([N+](=O)[O-])c3)o2)cc1 | 11.0%
COC(C(=O)Nc1ccc(Br)c(C)c1)c1ccccc1 (stereo not drawn) | 18.0%
Cc1ccccc1NCN1C(=O)C2CCCCC2C1=O (stereo not drawn) | 0.0%
CCn1c2ccccc2c2cc(/C=N/Nc3ccc([N+](=O)[O-])cc3)ccc21 | 17.0%
O=C1NC(=Nc2ccccc2Cl)S/C1=C/c1ccc2ccccc2c1 | 23.0%
CCc1c(C)nn2cn[n+](Cc3ccccc3Cl)c2c1[O-] | 9.0%
CCc1ccccc1N/C(N)=N\c1nc(C)cc(C)n1 | 4.0%
CCc1ccc(N2N=C(C)/C(=C\c3ccc(-c4ccc5c(c4)C(=O)NC5=O)o3)C2=O)cc1 | 37.0%
O=C(CC1S/C(=N\N=C2CCCCCC2)NC1=O)Nc1ccc(Cl)c(Cl)c1 (stereo not drawn) | 16.0%
CCC(C)(C)C1CCc2c(sc(NC(=O)C3CCCO3)c2C(=O)OC)C1 (stereo not drawn) | 0.0%
Cc1ccc2oc(-c3ccc(C)c(NC(=O)c4ccc5ccccc5c4)c3)nc2c1 | 24.0%
O=C(NC(=S)Nc1ccc(O)c(-c2nc3ccccc3s2)c1)c1ccc(Cl)cc1 | 54.0%*
CC(C)N=Cc1cc2n(c1O)-c1ccccc1C2=O | 0.0%
O=C(c1ccccc1Cl)N1N=C(c2ccccc2)CC1(O)C(F)(F)F (stereo not drawn) | 16.0%
CC(CCc1ccccc1)Nc1cc(N2CCN(S(=O)(=O)c3ccccc3)CC2)ccc1[N+](=O)[O-] (stereo not drawn) | 0.0%
Cc1nc2sc(-c3ccccc3)nn2c(=O)c1Br | 2.0%
CC1CCN(S(=O)(=O)c2ccc(Oc3ccc([N+](=O)[O-])cc3)cc2)CC1 | 7.0%
COc1cc(OC)c(C=Nc2ccc(I)cc2)cc1Br | 3.0%
CCOc1ccc(N2C(=O)/C(=C/c3ccc(OCc4ccc(C(=O)O)cc4)c(OC)c3)C(=O)NC2=S)cc1 | 8.0%
O=C1c2c(Cl)c(Cl)c(Cl)c(Cl)c2C(=O)N1c1nc2ccccc2s1 | 6.0%
Cc1cc(C)nc(NS(=O)(=O)c2ccc(Nc3nc(-c4sc(N)nc4C)cs3)cc2)n1 | 8.0%
CC(Oc1ccc(Br)cc1)C(=O)N/N=C/c1ccccc1O (stereo not drawn) | 8.0%
FC(F)(F)c1ccc(-c2noc(-c3ccc(Br)cc3)n2)cc1 | 3.0%
COc1cc(CN2CCN(C)CC2)cc([N+](=O)[O-])c1O | 6.0%
COc1ccccc1S(=O)(=O)CC(SC#N)c1ccccc1 (stereo not drawn) | 4.0%
Cc1ccc2oc(-c3ccc(Cl)c(NC(=S)NC(=O)c4cccc([N+](=O)[O-])c4C)c3)nc2c1 | 46.0%
CN1C(=O)C(=Cc2ccc(-c3cccc(Cl)c3Cl)o2)C(=O)N(C)C1=S | 13.0%
O=[N+]([O-])c1ccccc1S(=O)(=O)NCCSc1ccccn1 | 0.0%
OCc1ccc(-c2ccc(Br)cc2)o1 | 17.0%
CCCC(=O)Nc1cccc(NC(=O)c2ccc(-c3ccc(Cl)cc3Cl)o2)c1 | 9.0%
O=C(/C=C/c1ccccc1Cl)NCCc1ccccc1 | 15.0%
CCCOC(=O)c1ccc(N=Cc2sccc2C)cc1 | 6.0%
COc1ccc(N(CC(=O)NCc2ccccc2C)S(C)(=O)=O)cc1 | 6.0%
O=c1nc(-c2ccccc2)c2cc(OC(F)(F)F)ccc2[nH]1 | 18.0%
CCOC(=O)c1c(NC(=O)c2ccc(F)cc2)sc(C(=O)Nc2ccc3c(c2)OCO3)c1C | 11.0%
COc1ccc(OC)c(N(CC(=O)Nc2ccc(C)cc2)S(=O)(=O)c2ccccc2)c1 | 9.0%
CCOc1ccc(N=Cc2ccc(OC)c3ccccc23)cc1 | 23.0%
O=C1CC(N2CCN(c3ccc([N+](=O)[O-])cc3)CC2)C(=O)N1c1ccc(F)cc1 (stereo not drawn) | 8.0%
CCOC(=O)NC(NC(=S)Nc1c(C)n(C)n(-c2ccccc2)c1=O)C(Cl)(Cl)Cl (stereo not drawn) | 7.0%
Cc1ccccc1NC(=O)CCC(=O)N/N=C/c1cc(Br)c(O)c(Br)c1 | 0.0%
COc1ccc(C(C(=O)NN(C)c2ccccc2)(c2ccccc2)c2ccccc2)cc1 | 5.0%

Next part:
Molecule | RNase H inhibition
CC(C)c1ccc(NC(=O)c2ccccc2CCc2ccccc2)cc1 | 15.0%
COc1cccc(CN2CCN(c3ccccn3)CC2)c1OC | 1.0%
O=C(NC(=S)Nc1ccccc1)c1ccccc1F | 10.0%
O=C(CCCC(=O)N/N=C/c1ccc2ccccc2c1)N/N=C\c1ccc2ccccc2c1 | 9.0%
